Source: PubChem
Wnt act – Wnt/beta-catenin pathway activators, primary screen, cell-based, plate reader, single point | AID 743398, 2014 | activation, % at 9.35 µM | 300,000 tested, 1.2% active | Wnt/beta-catenin reporter cell assay, activator; in the data active = activation above about 30%, passing the limit was not always enough;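 also: 0% = neutral control wells and 100% = positive control wells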
V-ATPase pH – regulators of yeast V-ATPase proton pumping, primary screen, pHLuorin cytosolic pH fluorescence; response, % at 10 µM; AID 504577, 2011; 350,000 tested, 0.37% active; S. cerevisiae; in the data active = response mostly above about 7.3%, no sharp cut-off; inactive = mostly below about 5.4%; also: actives read high; inactives centre near 0; some compounds called inactive have numbers as strong as hits; reference of the scale not given here
* marks the source's active call; other numbers are inactive results.

Compound | Wnt act | V-ATPase pH
COc1ccc([C@H]2C[C@@H](O)[C@H](n3cc(C4CC4)nn3)CN2CC2CCCCC2)cc1 | -4 | -2
O=C(O)C1CC(Br)C(Br)CC1C(=O)O (stereo not given) | 0 | 1
C[C@@H]1CN([C@@H](C)CO)C(=O)CCCn2nncc2CO[C@H]1CN(C)S(=O)(=O)c1ccc(-n2cccn2)cc1 | 2 | -1
O=C(COC(=O)c1cc(Br)ccc1O)NCCC1=CCCCC1 | -3 | 1
COc1ccc(NC(=O)N(C)C[C@H]2OCCCC[C@H](C)Oc3ccc(NC(=O)Nc4ccc5c(c4)OCO5)cc3C(=O)N([C@@H](C)CO)C[C@@H]2C)cc1 | -4 | 2
CC1=C(C(=O)N(C)C)CC(CC(=O)NC2CCCC2)C(=O)N1CCC1=CCCCC1 (stereo not given) | 8 | -1
Cc1ccc(S(=O)(=O)NCCc2nnc3ccc(N4CCOCC4)nn23)cc1 | -2 | 0
O=C(CCN1C(=O)c2ccccc2C1=O)C1=NN[C@@H]2C(=O)N(c3ccc4c(c3)OCCO4)C(=O)[C@H]12 | 2 | 0
CC1CCN(C(=O)COC(=O)c2cccc(S(=O)(=O)N3CCOCC3)c2)CC1 | 0 | -1
COC(=O)[C@H]1C[C@H](OC(=O)NCc2ccccc2)[C@@]2(O)CN(S(=O)(=O)c3ccc(C)cc3)CC2[C@H]1C(=O)OC (stereo not given in full) | 0 | 0
O=C1NC(Cc2ccc(O)cc2)c2nc3ccc(Cl)cc3c(=O)n2-c2cc3ccccc3cc21 (stereo not given) | -12 | 2
O=C(c1ccc2c(c1)CCC2)N1CCN(Cc2ccccc2)CC1 | -1 | 4
Cc1ccc(S(=O)(=O)N2CCOCC2)cc1NC(=O)COC(=O)c1ccco1 | -1 | -1
O=C1C=C(N2CCCCC2)c2ccccc2C1=O | -12 | -2
CN(C)CC(O)CN(c1ccccc1)c1ccccc1 (stereo not given) | 3 | -5
CCOc1cc(/C=C/C(=O)OCC(=O)N(CC)C2CCS(=O)(=O)C2)cc(Cl)c1OC (stereo not given) | 0 | 2
O=C(Nc1ccc([N+](=O)[O-])cc1)C(c1ccccc1)c1ccccc1 | 0 | 0
Cc1nnc(NN)n(N)c1=O | 2 | 0
O=C(Cc1nnc(NC(=O)Nc2ccccc2)s1)Nc1ccccc1 | 0 | -1
Cc1ccc([C@H]2N[C@]3(CCCN(Cc4ccc(Cl)cc4)C3=O)[C@H]3C(=O)N(C)C(=O)[C@@H]23)cc1 | -2 | 0
Cc1ccc(S(=O)(=O)N2C[C@@H](C)[C@]3(C2)[C@H](O)[C@H](OC(=O)NC2CC2)C[C@H]2C(=O)N(c4ccccc4)C(=O)[C@H]23)cc1 | -2 | -1
C[C@@H]1CN([C@H](C)CO)C(=O)c2cc(Br)cnc2O[C@@H]1CN(C)C(=O)c1cccc(F)c1 | -2 | 1
CCCCN1C(=O)C(CC(=O)NCC2CCCCC2)CC(C(=O)N2CCOCC2)=C1C (stereo not given) | -2 | 0
Cc1cc(C)c2c(=O)n3c(nc2c1)C(CC(C)C)NC(=O)c1cc2ccccc2cc1-3 (stereo not given) | -2 | 1
Cc1cccc(NC(=O)c2nc[nH]c2C(=O)N[C@H](C)CO)c1 | 0 | -4
C(#CSCc1ccccc1)SCc1ccccc1 | 3 | -1
COc1ccc(NC(=O)C[C@@H]2C(=O)N(Cc3ccccc3)CC2(C)C)cc1 | -3 | -1
CN1C=CC(C(C(N)=O)c2ccccc2)c2ccccc21 (stereo not given) | -4 | 1
CCC1NC(=O)c2cc3ccccc3cc2-n2c1nc1ccc(F)cc1c2=O (stereo not given) | -3 | 0
O=C(CSc1n[nH]c(=O)n1Cc1ccco1)c1ccc(F)cc1 | 1 | 1
Cc1cc(C)n(-c2nc(NCCCN(C)C)c3c4c(sc3n2)COC(C)(C)C4)n1 | 4 | -3
CC(C)[C@H](NC(=O)c1ccco1)C(=O)Nc1ccc(N2CCCCCC2)cc1 | 2 | -4
CCCCSCc1nc2nc(Cl)c(Cl)nc2[nH]1 | -4 | 4
COc1ccc(C(=O)N2C=Cc3ccccc3C2C(N)=O)cc1 (stereo not given) | 14 | 2
CCCCCC(=O)N1C[C@@H](O)[C@H](n2cc(COC(=O)c3ccccc3)nn2)C[C@@H]1c1ccc(OC)cc1 | -3 | -1
Cc1ccc(S(=O)(=O)N2CCOCC2)cc1NC(=O)COC(=O)C1CCC1 | -1 | 2

Arranged by number of heavy atoms (low to high): three of the compounds above.
Compound | Wnt act | V-ATPase pH
COc1ccc(C(=O)N2C=Cc3ccccc3C2C(N)=O)cc1 (stereo not given) | 14 | 2
Cc1ccc(S(=O)(=O)N2CCOCC2)cc1NC(=O)COC(=O)C1CCC1 | -1 | 2
CC(C)[C@H](NC(=O)c1ccco1)C(=O)Nc1ccc(N2CCCCCC2)cc1 | 2 | -4

(list continues)
Compound | Wnt act | V-ATPase pH
O=C(/C=C/c1c(Cl)cccc1Cl)NCCCn1ccnc1 | -2 | 6
CCCCCCN1C[C@@H](O)[C@H](n2cc(-c3ccc(F)cc3)nn2)C[C@@H]1c1ccccc1 | -1 | 0
Nc1ccn([C@@H]2O[C@H](CNC(=O)[C@H]3CCC(=O)N3)[C@@H](O)[C@H]2O)c(=O)n1 | -2 | 1
c1ccc2c(c1)Sc1cnccc1N2CC1CO1 (stereo not given) | -4 | -1
C[C@H]1CN([C@@H](C)CO)S(=O)(=O)c2ccc(Br)cc2O[C@@H]1CN(C)C(=O)Cc1cccnc1 | -1 | -2
COc1ccc(C#Cc2ccc(C3=CC(=O)CC(C)(C)C3=O)cc2)cc1 | 2 | 1
COc1ccccc1OCC(=O)Nc1ccc(C(=O)Nc2ccccc2C(=O)O)cc1 | 3 | 1
CCCn1c(C)cc(C(=O)CN2C(=O)NC3(CCCCCC3)C2=O)c1C | 29 | 0
O=C(Nc1ccc(OC(F)(F)F)cc1)Oc1ccccc1N1CCCCC1 | 1 | -3
COc1ccc(OC)c(C=NNC(=O)NN=Cc2cc(OC)ccc2OC)c1 | -2 | -1
COc1cccc(NC(=O)c2cc(-c3ccc(OC)cc3OC)nc3ccccc23)c1 | 0 | 4
O=[N+]([O-])c1ccc2c(c1)N([O-])C1(CCCCC1)[N+]2=O | 3 | 2
CN1C(=O)[C@H]2[C@@H](c3ccc(C(F)(F)F)cc3)N[C@]3(CCCN(Cc4ccc(Br)cc4)C3=O)[C@H]2C1=O | -2 | 0
Cc1ccc([C@@H]2C[C@H]3[C@@H](CN2S(=O)(=O)c2ccc(Cl)cc2)C(=O)C[C@@H](c2cccc(Cl)c2)N3S(=O)(=O)c2ccc(C)cc2)cc1 | -2 | 1
Cc1ccc(S(=O)(=O)N2C[C@H]3n4c(=O)ccc(=O)n4C[C@H](OC(=O)Nc4cccs4)[C@@]3(O)C2)cc1 | -4 | 3
O=C(NCCc1cccc(F)c1)C1CC(O)CN1C(=O)Nc1ccccc1 (stereo not given) | -1 | 0
CCC(=O)c1cn(CC(=O)Nc2ccc(F)cc2)c2ccccc12 | 0 | 2
Cc1cc(C)c(NS(=O)(=O)c2ccccc2)c(C)n1 | -2 | 3
COCC(=O)N(C)C[C@@H]1Oc2ncc(Br)cc2C(=O)N([C@@H](C)CO)C[C@H]1C | 1 | 2
CC1=C(C(=O)N(C)C)CC(CC(=O)NC2CC2)C(=O)N1CCC1=CCCCC1 (stereo not given) | -1 | -1
NC(=O)C1(N2CCCCC2)CCN(S(=O)(=O)c2cc(Cl)sc2Cl)CC1 | -5 | -5
O=C1Cc2cccc(=O)c(O)c2C(=O)O1 | 0 | -2
O=C(c1ccccc1)N1CCN(c2cc(-c3ccccc3)nc3cc(-c4cccc(Cl)c4)nn23)CC1 | -10 | 0
C[C@H](O)C#Cc1ccc2c(c1)O[C@@H](CN(C)C(=O)c1ccncc1)[C@@H](C)CN([C@H](C)CO)S2(=O)=O | -2 | 4
CCCCN1C[C@H](C)[C@@H](CC(=O)NC)C1=O | -4 | -7
CC1CCC(N(C)C(=O)CN2C(=O)NC(c3ccccc3)(c3ccccc3)C2=O)CC1 (stereo not given) | -1 | 0
COc1ccccc1/C=C/C=N/n1c(-c2ccc(F)cc2)n[nH]c1=S | 6 | -4
Cc1cn([C@H]2C[C@H](O)[C@@H](CNS(=O)(=O)N3CCCC3)O2)c(=O)[nH]c1=O | -2 | 2
FC(F)(F)C(F)(F)C(F)(F)c1nc2nc(Cl)c(Cl)nc2[nH]1 | -2 | 3
Cc1ccc(S(=O)(=O)NN2CCCCCC2)cc1 | -5 | -1
CN1OC[C@@H]2CN(C(=O)c3ccc(-c4ccccc4)cc3)[C@H](c3ccc(-c4cccc(F)c4)cc3)C[C@@H]21 | -2 | 2
COCCn1c(=S)[nH]c2cc(C(=O)NC3CCCC(C)C3C)ccc2c1=O (stereo not given) | -6 | 6
CC1Cc2ccccc2N1CC(=O)Nc1cc(S(=O)(=O)N2CCOCC2)ccc1Cl (stereo not given) | -6 | -2
C#CCN(C[C@H]1[C@H](OC(=O)NCc2ccccc2)[C@H](OC(=O)NCc2ccccc2)C[C@@H](C(=O)OC)[C@H]1C(=O)OC)S(=O)(=O)c1ccc(C)cc1 | -4 | 1
COC(=O)c1cc(OC)c(OC)cc1NC(=O)Nc1ccccc1F | 5 | -4
Cn1c(CCN2CCCC2)nc2cc(NC(=O)COc3ccc(Cl)cc3)ccc21 | -3 | 0

Four entries from above, as labelled records:
SMILES: COc1cccc(NC(=O)c2cc(-c3ccc(OC)cc3OC)nc3ccccc23)c1
- Wnt act = 0
- V-ATPase pH = 4

SMILES: O=[N+]([O-])c1ccc2c(c1)N([O-])C1(CCCCC1)[N+]2=O
- Wnt act = 3
- V-ATPase pH = 2

SMILES: CN1C(=O)[C@H]2[C@@H](c3ccc(C(F)(F)F)cc3)N[C@]3(CCCN(Cc4ccc(Br)cc4)C3=O)[C@H]2C1=O
- Wnt act = -2
- V-ATPase pH = 0

SMILES: Cc1ccc([C@@H]2C[C@H]3[C@@H](CN2S(=O)(=O)c2ccc(Cl)cc2)C(=O)C[C@@H](c2cccc(Cl)c2)N3S(=O)(=O)c2ccc(C)cc2)cc1
- Wnt act = -2
- V-ATPase pH = 1

(more compounds)
Compound | Wnt act | V-ATPase pH
CC1(NC(=S)Nc2ccc(NC(=S)NC3(C)CCS(=O)(=O)C3)cc2)CCS(=O)(=O)C1 (stereo not given) | 2 | 1
NC(=O)c1[nH]cnc1N=NN(CCO)Cc1ccccc1 | 1 | 0
C[C@@H]1CN([C@@H](C)CO)C(=O)CCCn2cc(nn2)CO[C@H]1CN(C)C(=O)c1ccc2ccn(C)c2c1 | 0 | 2
C[C@H]1CN([C@@H](C)CO)C(=O)CCCn2cc(nn2)CO[C@@H]1CN(C)C(=O)Nc1ccc(F)cc1 | -1 | -2
O=C(CSc1nc2ccccc2c(=O)n1-c1ccc(F)cc1F)NC1CC1 | -5 | 2
Cc1ccc(-c2cnc3c(c2)C(=O)N([C@H](C)CO)C[C@H](C)[C@@H](CN(C)Cc2ccccc2F)O3)cc1 | -1 | 1
C[C@H]1CN([C@@H](C)CO)C(=O)c2c(c3ccccc3n2C)-c2ccccc2CO[C@H]1CN(C)C(=O)[C@@H]1CCCN1C | -1 | -3
C[C@H]1CN([C@@H](C)CO)C(=O)CCCn2cc(nn2)CO[C@@H]1CN(C)S(=O)(=O)c1ccc(Cl)cc1 | 1 | -1
CC12CCC3c4ccc(O)c([N+](=O)[O-])c4CCC3C1CCC2=O (stereo not given) | -1 | -2
COc1ccccc1N1CCN(S(=O)(=O)CCNC(=O)c2ccco2)CC1 | -1 | 1

Some of the compounds tested (hit frequency here may not be typical).
